# Rac1 GTP hydrolysis: MgcRacGAP GTPase-activating activity inhibitors, confirmation, biochemical, ADP Hunter fluorescence | inhibition, % at 30 µM; hits with a dose series show IC50 in µM | AID 624330 | 340,000 compounds, 0.6% hits | MgcRacGAP-stimulated Rac1 GTP hydrolysis, ADP Hunter fluorescence; higher % means a stronger effect; GST-tagged Rac1 F28L mutant substrate;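 active = first-screen hits whose inhibition reached a set limit at any dose in the follow-up dose series; inconclusive = inhibition above the set first-screen limit but never retested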;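 note: fluorescence reports GDP produced by GAP-driven GTP hydrolysis; strong numbers were not always called active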
# GPR35 antagonists: GPR35 antagonists blocking zaprinast-driven arrestin recruitment, primary screen, imaging, U2OS, beta-arrestin-GFP, zaprinast agonist (AID 2058) | U2OS GPR35 beta-arrestin-GFP translocation imaging, zaprinast antagonism; higher % means a stronger effect | 290,000 compounds, 0.052% hits | one-dose inhibition, % at 10 µM; IC50 in µM for titrated hits;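 active = inhibition of at least 50% with at least 30 cells and total cytoplasm GFP at most 10,000,000; inconclusive = under 30 cells or total GFP of 10,000,000 plus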
# Large T inhibition: TAg ATPase/helicase activity blockers – biochemical (AID 1903) | inhibition, % at 20 µM, or IC50 in µM where a hit was titrated | 310,000 compounds, 0.39% hits | SV40 large T antigen ATPase/helicase inhibition assay; higher % means a stronger effect; in the data active = a potency from the dose series; inconclusive = inhibition mostly from about 32% at the one dose, without a potency; inactive = the rest, 99 in 100 with inhibition below about 32%; note: strong numbers were not always called active
# NS5 inhibitors: flavivirus cap methylation enzyme inhibition – biochemical, confirmation dose response, primary screen (AID 588689). Dengue-2 NS5 methyltransferase capping enzyme assay, biochemical; higher % means a stronger effect. one-dose inhibition, % at 25 µM; IC50 in µM for titrated hits. 340,000 compounds, 0.3% hits; in the data active = a potency from the dose series; inconclusive = inhibition above about 29% without an active follow-up result
# Salmonella PhoP GFP: PhoP-dependent GFP reporter repression – Salmonella Typhimurium, primary screen (AID 1863); S. Typhimurium PhoP-regulated promoter GFP reporter, 4 h; higher % means a stronger effect; inhibition, % at 50 µM; hits with a dose series show IC50 in µM; 300,000 compounds, 0.16% hits;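 active = inhibition over 29.93%, a cutoff 3 SD above the screen mean, later confirmed by dose response; inconclusive = inhibition over 29.93% but no dose response follow-up; inactive = inhibition at most 29.93% or unconfirmed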;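 note: 0% = low Mg2+ inducing control and 100% = high Mg2+ repressing control; strong numbers were not always called active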
# CSM14.1 death rescue: protection against thapsigargin-triggered cell killing – 384-well, CSM14.1, ATP luminescence, primary screen (AID 1222); cellular ATP content (survival), % at 20 µM; hits with a dose series show EC50 in µM; 190,000 tested, under 10 active; CSM14.1 thapsigargin-induced death rescue, ATP luminescence; higher % means a stronger effect;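 active = EC50 below 50 µM in the dose-response confirmation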;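 note: death triggered by thapsigargin at about 15 µM added after 2 h compound pretreatment; cell ATP read after overnight thapsigargin exposure of roughly 18 to 22 hours; normalized against plate controls of thapsigargin alone and 5% DMSO vehicle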
# West Nile antiviral: inhibition of WNV-induced cytopathic effect – cell-based, CPE readout (AID 1621). 290,000 compounds, 0.02% hits. CPE inhibition, % at 10 µM; hits with a dose series show IC50 in µM. West Nile virus-infected cells, CPE inhibition; higher % means a stronger effect; in the data active = a potency from the dose series; inconclusive = CPE inhibition mostly from about 3.7% at the one dose, without a potency; inactive = the rest, 99 in 100 with CPE inhibition below about 2.2%; note: strong numbers were not always called active
# RSV CPE inhibition: inhibition of RSV-induced cytopathic effect – HEp-2 cells, primary 10 µM value included (AID 2391). CPE inhibition, % at 10 µM, or IC50 in µM where a hit was titrated. 310,000 compounds, 0.13% hits. HEp-2 cells, RSV-induced CPE inhibition; higher % means a stronger effect; in the data active = a potency from the dose series; inconclusive = CPE inhibition mostly from about 23% at the one dose, without a potency; inactive = the rest, 99 in 100 with CPE inhibition below about 21%; note: strong numbers were not always called active
# LYP inhibition: PTPN22 lymphoid phosphatase activity blockers – biochemical, fluorescence intensity, uHTS (AID 1779) | recombinant LYP phosphatase, fluorescence intensity; higher % means a stronger effect | inhibition, % at 11.5 µM, or IC50 in µM where a hit was titrated | 290,000 compounds, 0.054% hits; in the data active = inhibition above about 50%;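 note: plate controls were vehicle with enzyme for no effect and no enzyme for full effect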
# NS5 inhibitors pilot replicate: recorded beside NS5 inhibitors, whose call it bears; inhibition, %; measured here: pilot screen replicate inhibition
# Active calls of the source: *; ? = inconclusive; . = no result given. This is a random part of the collection; overall some 1.5% were active at least once.
# A first look, four compounds:
SMILES,Rac1 GTP hydrolysis,GPR35 antagonists,Large T inhibition,NS5 inhibitors,Salmonella PhoP GFP,CSM14.1 death rescue,West Nile antiviral,RSV CPE inhibition,LYP inhibition,others
Cc1c(NC(=O)/C=C/c2ccc(S(=O)(=O)N3CCOCC3)cc2)c(=O)n(-c2ccccc2)n1C,1.0%,-2.0%,4.3%,-17.9%,7.8%,1.8%,1.4%,0.9%,1.0%,
C=CCOc1c2ccc(C(=O)NCc3ccccc3OC)cc2nn1C,0.8%,3.1%,2.0%,-6.3%,-2.4%,-1.2%,-0.4%,0.8%,-9.1%,
CCCC(=O)NC(C)C(c1cccs1)N1CCN(c2ccccc2)CC1 (centres undefined),9.6%,0.6%,4.1%,-5.6%,11.3%,0.1%,-0.9%,-0.5%,-6.8%,
COc1cc(C(O)P(=O)(OCC(C)C)OCC(C)C)cc(OC)c1OC (centres undefined),-1.7%,6.0%,0.2%,-8.2%,-9.6%,3.3%,-0.1%,0.8%,-7.9%,

# This part in full, from the first entry:
SMILES,Rac1 GTP hydrolysis,GPR35 antagonists,Large T inhibition,NS5 inhibitors,Salmonella PhoP GFP,CSM14.1 death rescue,West Nile antiviral,RSV CPE inhibition,LYP inhibition,others
Cc1c(NC(=O)/C=C/c2ccc(S(=O)(=O)N3CCOCC3)cc2)c(=O)n(-c2ccccc2)n1C,1.0%,-2.0%,4.3%,-17.9%,7.8%,1.8%,1.4%,0.9%,1.0%,
C=CCOc1c2ccc(C(=O)NCc3ccccc3OC)cc2nn1C,0.8%,3.1%,2.0%,-6.3%,-2.4%,-1.2%,-0.4%,0.8%,-9.1%,
CCCC(=O)NC(C)C(c1cccs1)N1CCN(c2ccccc2)CC1 (centres undefined),9.6%,0.6%,4.1%,-5.6%,11.3%,0.1%,-0.9%,-0.5%,-6.8%,
COc1cc(C(O)P(=O)(OCC(C)C)OCC(C)C)cc(OC)c1OC (centres undefined),-1.7%,6.0%,0.2%,-8.2%,-9.6%,3.3%,-0.1%,0.8%,-7.9%,
CCOC(=O)c1ccc(N=c2sc(C(=O)OC)cc(=O)n2Cc2ccc3c(c2)OCO3)cc1,5.3%,9.9%,1.5%,-2.8%,9.7%,-0.1%,2.4%,24.6%,1.1%,
COC(=O)Nc1nc(C)c(C(=O)c2ccccc2)s1,8.1%,4.0%,2.5%,-0.6%,3.8%,-0.7%,0.6%,1.0%,-7.8%,
COc1ccc(/C=C/C2=CC(C)(C)NC(=S)N2)c(OC)c1,7.1%,10.1%,.,-3.7%,.,1.8%,-1.3%,9.4%,1.8%,
Cc1ccc(-n2nnnc2C(=Cc2ccc(N(C)C)cc2)c2nnnn2-c2ccc(C)cc2)cc1,20.7%,-18.9%,10.3%,-6.3%,-33.1%,1.6%,.,13.0%,-3.3%,
COc1ccc(/C=C\C(=O)NCC(=O)N/N=C/c2cccc(OC)c2O)cc1,12.5%,3.8%,5.5%,2.3%,8.8%,.,1.5%,2.2%,-6.2%,
COc1ccc(OC)c(NC(=O)NNC(=O)COc2ccc([N+](=O)[O-])cc2)c1,9.8%,16.1%,15.8%,-1.9%,-7.0%,.,-0.3%,0.8%,-9.1%,
CC(NC(=O)c1ccc2c(c1)S(=O)(=O)N=C1CCCCCN12)c1ccc(S(N)(=O)=O)cc1 (centres undefined),5.1%,-10.2%,-8.2%,-0.7%,5.8%,.,-0.1%,-0.8%,-9.2%,
Cc1cc(Cl)ccc1OC(C)C(=O)Nc1ccc([N+](=O)[O-])cn1 (centres undefined),6.1%,-7.0%,5.9%,-10.4%,3.0%,-2.4%,-0.1%,13.3%,-2.6%,
Cc1nnc(SCC(=O)Nc2ncc(Cl)cc2Cl)n1Cc1ccccc1,11.9%,9.2%,26.2%,-7.1%,1.8%,-1.1%,-0.3%,4.0%,-8.3%,
CC(=O)c1c(C)[nH]c(C(=O)N2CCCCCC2)c1C,8.2%,3.5%,8.8%,-6.4%,-4.3%,4.3%,-0.1%,2.7%,-12.0%,
COc1ccnc(N=CNOCc2cccc(C(F)(F)F)c2)c1C#N,1.0%,2.4%,1.8%,-2.2%,5.7%,0.5%,-0.8%,-1.9%,-1.7%,
Cc1cc(OCC(=O)NCCCN2CCOCC2)c2c(C)c(C)c(=O)oc2c1,15.2%,-5.9%,17.6%,-4.4%,2.4%,.,-0.1%,-0.1%,-13.0%,
c1ccc(CNC23CC4CC(CC(C4)C2)C3)nc1,110µM*,4.4%,1.7%,-2.3%,3.4%,-1.2%,-0.4%,-1.7%,-0.3%,
CCCCCCNC(=O)Cc1c(O)c2ccccc2[nH]c1=O,17.3%,-11.6%,11.1%,-2.2%,-7.5%,0.0%,-0.1%,-0.3%,-2.0%,
CCOc1ccc(N2CC(C(=O)Nc3cccc(S(=O)(=O)N4CCCC4)c3)CC2=O)cc1 (centres undefined),5.3%,.,1.4%,-1.5%,-4.7%,.,.,3.3%,.,
CC(=O)Nc1cccc(/C(C)=N/NC(=O)c2cccc(S(=O)(=O)N3CCOCC3)c2)c1,2.4%,-17.0%,-14.8%,2.3%,9.2%,-1.3%,0.0%,0.0%,-0.6%,
COc1ccc(C)cc1N=Nc1ccc(O)c2ncccc12,-29.0%,0.1%,14.9%,6.2%,2.2%,-0.4%,?,.,0.0%,
CC(CN1CCOCC1)OC(=O)c1ccc(C(C)(C)C)cc1 (centres undefined),12.6%,5.9%,-3.5%,-2.9%,2.3%,.,0.0%,1.8%,-10.3%,
Cc1ccc2cc(CN(CCc3ccccc3)C(=S)NCCCN(C)C)c(=O)[nH]c2c1,5.0%,5.9%,12.1%,-7.2%,-1.2%,.,-0.5%,0.4%,2.3%,
CC(=O)Nc1ccc(OC(=O)c2cc3cc(Br)ccc3oc2=O)cc1,10.4%,-7.8%,1.7%,-4.3%,-5.5%,-0.3%,0.5%,0.2%,-7.3%,
COCCn1c(SC(C)C(=O)Nc2ncc(Cl)cc2Cl)nc2ccccc21 (centres undefined),-3.6%,-7.1%,-3.8%,-11.1%,-1.8%,-3.8%,-0.3%,14.8µM*,-4.7%,
CC(=O)c1ccc(N2CCN(C(C)C(=O)NC3CCCc4ccccc43)CC2)cc1 (centres undefined),3.9%,-4.9%,-2.1%,1.1%,-8.4%,0.7%,-0.6%,5.0%,0.4%,
COc1cccc(NC(=O)Cn2nc(Cc3cccnc3)c3ccccc3c2=O)c1,4.2%,-1.1%,0.2%,-0.7%,2.1%,0.1%,-0.3%,3.5%,-2.4%,
O=C(Nc1ccc2c(c1)OCCO2)C1CCN(C(=O)c2ccc([N+](=O)[O-])cc2)CC1,5.7%,14.5%,-16.4%,6.2%,20.3%,-0.9%,-0.3%,6.5%,-6.9%,
Cc1cc(C)cc(NCc2ccncc2)c1,11.2%,-0.1%,5.8%,3.9%,4.0%,.,-0.9%,0.3%,-9.1%,NS5 inhibitors pilot replicate=2.1
O=C(NNC(=O)c1ccc([N+](=O)[O-])cc1)c1ccc(F)cc1,-13.1%,.,21.4%,-2.3%,.,.,.,0.8%,.,
CCOC(=O)c1cccc(-n2c(-c3ccc(OC)cc3)nc3nc4ccccc4nc32)c1,.,-19.8%,-7.3%,.,8.9%,7.3%,0.4%,.,-4.8%,
CCn1c(=S)sc2c(=O)n(CC(=O)Nc3cccc(Cl)c3)c(C)nc21,11.9%,-13.6%,8.2%,-9.5%,-11.3%,.,-0.2%,7.9%,1.4%,
CCCCN1C(=S)NC[C@@H]1Cc1ccccc1,0.7%,-7.0%,-29.9%,0.8%,-3.9%,-2.3%,-0.3%,-1.7%,-8.5%,
CC(Oc1cccc(Cl)c1)C(=O)Nc1ccc([N+](=O)[O-])cn1 (centres undefined),9.4%,-7.1%,-0.8%,0.7%,14.4%,-2.1%,-0.2%,4.1%,-3.6%,
Cc1ccccc1NC(=O)Cc1nc(COC(=O)c2ccc(Cl)c(S(N)(=O)=O)c2)cs1,4.9%,.,16.2%,-11.5%,3.1%,.,.,5.0%,.,
O=C(Cn1cnc2c(cnn2-c2ccccc2)c1=O)NC1CCCC1,5.4%,-4.7%,17.2%,-0.7%,-6.1%,-3.2%,0.1%,2.2%,-4.0%,
Cc1ccc(S(=O)(=O)NCCNc2ccc([N+](=O)[O-])cc2C(F)(F)F)cc1,2.6%,3.1%,-1.2%,-0.6%,0.7%,-1.7%,-0.7%,-1.4%,3.4%,NS5 inhibitors pilot replicate=-5.8
COc1cc(C(=O)NCc2nnc(SCC(=O)Nc3nc4ccc(C)cc4s3)o2)cc(OC)c1OC,5.9%,1.7%,16.7%,5.9%,-20.0%,-0.3%,-0.3%,0.7%,-2.7%,
Cc1ccc(C2(C)NC(=O)N(CC(=O)Nc3cc(C)on3)C2=O)cc1 (centres undefined),-2.8%,9.8%,-3.5%,-1.6%,-10.0%,-0.7%,0.2%,2.2%,-1.2%,
Cc1cccc(C)c1NC(=O)NC1(C(=O)NCc2ccncc2)CCCCC1,5.9%,-4.0%,1.5%,-8.0%,2.5%,.,-1.0%,1.1%,-11.2%,
CC1CCCN(c2ccc(C(=O)NCc3cccs3)cn2)C1 (centres undefined),7.2%,-5.4%,-0.2%,-6.9%,14.6%,-2.0%,-0.9%,8.6%,-0.3%,
NCC12CC3CC(C1)CC(c1ccc(Br)cc1)(C3)C2,5.9%,-7.7%,7.5%,-13.7%,61.6µM*,.,-1.8%,-0.9%,-8.4%,
C=CCn1c(SCC(=O)NC2CCS(=O)(=O)C2)nnc1-c1ccncc1 (centres undefined),2.6%,7.2%,21.9%,-4.6%,1.3%,-0.1%,1.1%,1.4%,-6.8%,
CN(C)S(=O)(=O)c1ccc(N2CCCC2)c(C(=O)Nc2nc3ccc(F)cc3s2)c1,6.4%,3.2%,3.8%,0.0%,4.0%,-2.3%,0.2%,6.1%,4.6%,
O=C(CNC(=O)Cc1ccc(Cl)cc1)NCC(=O)N1CCCCC1,7.8%,0.2%,1.7%,0.0%,4.7%,.,0.4%,0.5%,-8.8%,
CN(C(=O)c1ccc2c(c1)OCO2)C1CCCCC1,-1.1%,1.1%,6.9%,-0.7%,-6.2%,.,0.3%,1.7%,-1.1%,
CCCC(c1nnnn1C1CCCCC1)N1CCN(c2ncccn2)CC1 (centres undefined),11.3%,-6.9%,5.5%,-12.1%,-5.6%,-0.5%,-0.4%,2.1%,-4.3%,
CNC(=O)c1[nH]cnc1C(=O)N[C@@H](Cc1ccccc1)C(=O)OCc1ccccc1,-2.0%,-1.9%,4.6%,-7.2%,-1.6%,-3.7%,-0.1%,-0.5%,-0.1%,

# Bioassay records (PubChem BioAssay)
